Screens (PubChem BioAssay)
ASAP1 GAP inh = blocks human ASAP1-stimulated Arf1 GTP hydrolysis; GDP FP detection; 0.19% of 360,000 active; inhibition, % at 16.5 µM; in the data active = inhibition above about 25%;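 note: 0% = vehicle with enzyme and substrate and 100% = no enzyme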
DDE Tn7 FP inh = inhibitors of Tn7 peptide binding to human fibrin DD(E). 0.13% of 370,000 active. FP displacement of FITC-Tn7 peptide from fibrin DD(E); 0% = median of compound wells per plate. P02675. inhibition, % at 8.3 µM. AID 720508;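 active = inhibition above the mean of compounds falling within the control limits plus 3 SD of them, cut at about 14% in these data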;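 note: 0% = plate median of compound wells and 100% = 10 µM Aha-Tn7 peptide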
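Assay system: human fibrin DD(E) protein / Input: 2 µM fibrin DD(E) / Benchmarks: high control of 10 µM Aha-Tn7 peptide / Measured by: fluorescence polarization of the labelled Tn7 tracer / Medium: Tris buffer with calcium and detergent, pH 7.8 / Timing: 10 min compound pre-incubation, 3 h probe incubation at room temperature / Repeats: one replicate per compound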
UHRF1 MBD2 ctr = human UHRF1 methylated DNA binding inhibitors | Q96T88 | UHRF1 binding to methylated oligo, TR-FRET | inhibition, % at 4.4 µM | 0.75% of 370,000 active | AID 687016; in the data active = inhibition above about 21%;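 note: UHRF1 SRA domain binding a hemimethylated CpG hairpin DNA probe; 0% = median of test compound wells and 100% = reference inhibitor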
KLK7 zymogen act = activators of human kallikrein-7 zymogen | P49862 | purified proKLK7, EDANS-DABCYL substrate fluorescence; 100% is mature enzyme control, 0% vehicle | activation, % at 7 µM | 0.9% of 370,000 active;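 active = activation above the mean of all tested compounds plus 3 SD, computed per campaign excluding outliers beyond control limits, cut at about 13% in these data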
Target sequence (P49862 whole entry, looked up): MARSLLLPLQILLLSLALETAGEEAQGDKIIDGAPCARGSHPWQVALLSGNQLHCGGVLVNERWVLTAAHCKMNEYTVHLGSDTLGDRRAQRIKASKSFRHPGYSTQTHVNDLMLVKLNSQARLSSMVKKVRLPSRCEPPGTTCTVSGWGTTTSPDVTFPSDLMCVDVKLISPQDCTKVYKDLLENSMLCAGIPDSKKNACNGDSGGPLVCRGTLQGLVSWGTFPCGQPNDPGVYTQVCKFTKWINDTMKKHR
ARFGAP1 inh = rat ARFGAP1 inhibition. Q62848. Arfgap1-stimulated ARF1 GTP hydrolysis, GDP FP detection. inhibition, % at 16.5 µM. 0.26% of 360,000 active. AID 651572;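 active = inhibition above a per-plate limit, mean inhibition of low control wells plus 3 SD, cut at about 25% in these data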;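 note: 0% = DMSO wells with enzyme and 100% = wells lacking Arfgap1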
Target sequence (Q62848 1-136 limits assumed): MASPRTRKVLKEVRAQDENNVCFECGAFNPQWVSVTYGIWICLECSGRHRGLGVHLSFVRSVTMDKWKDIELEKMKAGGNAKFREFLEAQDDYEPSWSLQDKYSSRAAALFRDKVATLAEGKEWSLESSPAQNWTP
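System: truncated rat Arfgap1 GAP domain / Medium: HEPES-based buffer, pH 7.5 / Also added: N-terminally truncated human ARF1-GTP substrate / Incubation: enzyme reaction 120 min at 25 °C after 20 min preincubation / Measured by: FP of antibody-bound GDP Alexa 633 tracer, ex 620/em 688 nm / Replicates: singlicate, each compound tested once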
PLCb3 inh = blocks human PLC-beta3 enzyme activity; inhibition, % at 12.2 µM; AID 720704; 0.18% of 370,000 active; Purified PLC-beta3, fluorogenic substrate, fluorescence; Q01970; in the data active = inhibition above about 11%;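 note: 0% = median of compound wells on plate and 100% = full blocker control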
MBD2 inh = inhibitors of human MBD2 binding to methylated oligonucleotide. Q9UBB5. 0.31% of 370,000 active. inhibition, % at 4.4 µM. TR-FRET; in the data active = inhibition above about 13%
PLC-gamma1 inh = blocks human PLC-gamma1 enzyme activity; P19174; purified PLC-gamma1, fluorogenic substrate, fluorescence; inhibition, % at 12.2 µM; 0.84% of 370,000 active; in the data active = inhibition above about 9.5%
DDE Tn6 FP inh = inhibitors of Tn6 peptide binding to human fibrin DD(E); P02675; Fibrin DD(E) TRITC-Tn6 fluorescence polarization displacement; inhibition, % at 8.3 µM; 0.21% of 370,000 active; AID 720509;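 active = inhibition above a per-campaign cutoff: mean of compounds within control limits plus 3 SD, cut at about 15% in these data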;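 note: 0% = median of all compound wells on the plate and 100% = blocking peptide control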
ADAM17 inh = inhibits human ADAM17 | P78536 | recombinant ADAM17, EDANS/DABCYL FRET peptide cleavage | 0.83% of 370,000 active | inhibition, % at 6.95 µM | AID 720648;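 active = inhibition above the mean of compounds lying between control limits plus 3 SD, set per campaign, cut at about 8.5% in these data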;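 note: 0% = DMSO-only wells as the low control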
Target sequence (P78536 215-824 limits assumed): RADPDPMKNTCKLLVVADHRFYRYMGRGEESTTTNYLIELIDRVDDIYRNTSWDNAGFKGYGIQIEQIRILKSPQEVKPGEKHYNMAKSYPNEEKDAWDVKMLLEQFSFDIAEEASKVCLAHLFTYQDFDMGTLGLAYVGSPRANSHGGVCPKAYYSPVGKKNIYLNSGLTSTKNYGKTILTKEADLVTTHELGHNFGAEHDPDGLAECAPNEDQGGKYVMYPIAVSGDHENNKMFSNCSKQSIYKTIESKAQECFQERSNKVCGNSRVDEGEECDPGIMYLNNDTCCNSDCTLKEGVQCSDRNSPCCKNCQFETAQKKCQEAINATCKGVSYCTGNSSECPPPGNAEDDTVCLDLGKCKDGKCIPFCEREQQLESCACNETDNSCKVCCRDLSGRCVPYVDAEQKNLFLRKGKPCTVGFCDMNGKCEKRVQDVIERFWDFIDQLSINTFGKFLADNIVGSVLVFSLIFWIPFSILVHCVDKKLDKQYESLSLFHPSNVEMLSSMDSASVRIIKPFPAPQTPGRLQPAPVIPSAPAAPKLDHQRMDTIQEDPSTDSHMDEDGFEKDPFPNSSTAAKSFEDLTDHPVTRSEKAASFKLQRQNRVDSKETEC
* marks the source's active call; other numbers are inactive results; i = inactive; / = not tested or not shown.

ASAP1 GAP inh	DDE Tn7 FP inh	UHRF1 MBD2 ctr	KLK7 zymogen act	ARFGAP1 inh	PLCb3 inh	MBD2 inh	PLC-gamma1 inh	DDE Tn6 FP inh	ADAM17 inh	Molecule
4	-7	-2	0.0	5	-2	0	-2	-5	1	O=C1C2C3c4ccccc4C(c4ccccc43)[C@@H]2C(=O)N1c1ccccn1 (stereo not given in full)
-16	3	-1	0.4	4	2	6	0	2	-1	C=CCSc1nnc(-c2ccncc2)n1-c1ccc(OCC)cc1
8	1	2	0.2	-9	-4	2	1	-1	-7	COc1cccc(N2CCN(c3ccc4nnc(CCC(=O)N5CCN(C)CC5)n4n3)CC2)c1
8	-5	-2	0.0	-2	4	-6	-2	2	2	CCN(C[C@H]1N[C@@](Cc2ccccc2)(C(=O)OC)[C@H]2C(=O)N(C)C(=O)[C@@H]12)C(=O)Nc1ccccc1
-10	0	0	-0.2	5	-6	1	1	-1	-5	CN(C(=O)COC(=O)COc1ccc(Cl)cc1Cl)c1c(N)n(Cc2ccccc2)c(=O)[nH]c1=O
5	8	-3	0.4	-5	-1	3	1	2	-2	Nc1nc(SCCOc2ccccc2)n[nH]1
0	-1	0	0.5	10	-4	-1	-2	-5	-2	COc1cccc(CN2CCC2(C)C(=O)Nc2cnc3ccccc3c2)c1F (stereo not given)
3	-3	2	-0.4	5	3	-5	6	-1	2	COCOc1cccc(CN2CCC(C)(Oc3ccc(SC)cc3)C2)c1 (stereo not given)
-3	-2	2	-0.1	6	6	-1	4	-9	0	CCCC1CC(C)(C(=O)CSc2n[nH]c(-c3ccccc3)n2)OC1=O (stereo not given)
1	1	-3	-0.1	0	-1	-6	2	5	0	COC(=O)/C=C/c1ccc(-n2cncn2)cc1
5	1	16	-0.2	-1	-1	1	-2	7	-2	O=C(Nc1cccc(O)c1)c1ccc(Br)cc1
-1	8	2	-0.4	2	-6	-2	0	-1	2	COc1ccccc1NC(=O)c1ccc(S(=O)(=O)NCc2ccco2)cc1
-2	-1	0	-0.3	-5	2	3	0	-8	-1	O=C(N/N=C/c1ccc(Br)o1)c1cc([N+](=O)[O-])cc([N+](=O)[O-])c1
3	0	2	0.3	-2	-1	-2	0	5	0	Cc1ccc(CSCCNC(=O)CN(c2cc(C)ccc2C)S(C)(=O)=O)cc1
11	-3	5	0.5	14	7	0	0	-6	1	CC(C)NCC(O)COC1C2CC3CC(C2)CC1C3 (stereo not given)
-10	7	1	-0.2	-5	-1	0	1	4	-5	COC(=O)[C@H](Cc1ccccc1)NC(=O)Cn1cnc(C(=O)Nc2ccc(C)c(C)c2)n1
17	3	2	-1.1	8	-11	3	-2	0	0	COc1ccc(-c2cn[nH]c2-c2ccc(OCC(=O)NN)cc2O)cc1
3	2	0	37*	4	i	-1	i	-4	-53	O=C(Oc1cc2oc(=O)cc(-c3ccccc3)c2cc1Cl)C1CCCCC1
-1	-3	-2	-0.3	-3	-1	-5	0	6	1	COc1ccc(OCc2nnc(SCC(=O)Nc3ccccc3Cl)o2)cc1
-3	-9	-5	-0.2	4	-3	2	2	1	-5	Cc1ccc2[nH]c(=O)c(CN(C)S(=O)(=O)c3cccc4nonc34)cc2c1
7	6	-1	1.0	2	-9	-1	-8	6	-16	CN(C(=O)c1ccno1)c1nnc(-c2cccnc2)s1
-16	3	3	0.6	-3	-7	7	0	-7	2	C/C=C/Cn1c(SCCCc2ccccc2)nc2c1c(=O)[nH]c(=O)n2C
18	2	0	0.1	11	3	1	6	1	6	OC(COc1ccc2ccccc2c1Br)Cn1cnc(-c2ccccc2)c1 (stereo not given)
-12	9	0	-0.6	-12	4	-3	3	-1	3	O=C(NNC(=O)c1cccc(Br)c1)C(=O)N1CCCCC1
8	-6	2	-0.1	-3	-7	-4	-2	-1	0	Cc1ccc(CNCC(=O)Nc2cccc(S(=O)(=O)NC3=NCCCCC3)c2)cc1

Record cards (already shown). Values in the order: ASAP1 GAP inh, DDE Tn7 FP inh, UHRF1 MBD2 ctr, KLK7 zymogen act, ARFGAP1 inh, PLCb3 inh, MBD2 inh, PLC-gamma1 inh, DDE Tn6 FP inh, ADAM17 inh
O=C(Oc1cc2oc(=O)cc(-c3ccccc3)c2cc1Cl)C1CCCCC1 as listed: 3, 2, 0, 37*, 4, i, -1, i, -4, -53
CCCC1CC(C)(C(=O)CSc2n[nH]c(-c3ccccc3)n2)OC1=O (stereo not given) as listed: -3, -2, 2, -0.1, 6, 6, -1, 4, -9, 0

New compounds follow
ASAP1 GAP inh	DDE Tn7 FP inh	UHRF1 MBD2 ctr	KLK7 zymogen act	ARFGAP1 inh	PLCb3 inh	MBD2 inh	PLC-gamma1 inh	DDE Tn6 FP inh	ADAM17 inh	Molecule
-1	4	12	-2.2	1	-32	8	-24	-2	-4	O=C1/C(=C/c2ccccc2)NC(=S)N1C(c1ccccc1)c1ccccc1
/	-1	2	-0.2	/	0	-1	1	0	0	CCN(CC)C(=O)CC[C@H]1CC[C@]2(CCCN(S(=O)(=O)C3CCCCC3)C2)O1
-12	4	3	0.2	3	3	-1	7	-1	0	Cn1nnnc1SCc1nnc(-c2ccc(Cl)cc2)o1
4	3	-5	4.5	-8	-290	-8	-209	1	-70	CC(=O)Nc1cc(-c2ccc(C(=O)N3CCOCC3)cc2)cn2c(-c3ccc(S(C)(=O)=O)cc3)cnc12
5	-3	1	0.4	-3	-10	2	-8	4	-2	Cc1cccc(NC(=O)c2ccccc2NC(=O)C(C)(C)C)n1
2	0	-5	-0.1	3	3	1	3	4	-3	CNC(=S)N/N=C/C1=CCC2CC1C2(C)C (stereo not given)
6	1	4	0.4	-1	-12	3	-2	0	-3	Cc1cccc(N2CCN(C(=O)c3cc(COc4ccc(F)c(F)c4)on3)CC2)n1
9	-1	-2	0.2	-6	3	4	0	-3	-2	COc1cc(CN(CCc2c(C)[nH]c3ccc(C)cc23)C(=S)NC(C)(C)C)cc(OC)c1OC
-13	4	2	-0.8	0	1	0	-1	-4	1	COc1cc(C=O)ccc1OCCCOc1ccccc1[N+](=O)[O-]
4	0	-3	0.2	4	-1	-2	-1	-5	-1	CC1(C)C2CCC1(CS(=O)(=O)Nc1ccc(S(=O)(=O)NC3CCCCC3)cc1)C(=O)C2 (stereo not given)
-3	-2	-3	0.7	-4	3	-1	1	4	0	COc1ccc(NC(=O)Nc2c(SC)nsc2SC)cc1
13	-2	5	-0.1	8	1	2	-1	-2	-1	CN(NC(=O)c1ccc(Cl)cc1)c1nc(-c2ccccc2)nnc1C(F)(F)F
-7	6	2	0.1	4	0	2	0	5	-7	CCNC(=S)N1CCN(S(=O)(=O)c2ccc(C)cc2)CC1
9	12	-1	58*	4	-46	3	-36	5	0	Cn1c(=O)c2[nH]c(-c3ccccc3Cl)c(O)c2n(C)c1=O
2	-7	-2	0.1	0	1	-3	1	-2	-2	O=C(Cn1c(NCCCO)nc2ccccc21)c1ccc(Cl)cc1Cl
2	2	2	0.0	9	-7	-1	-5	3	-4	Cc1cc(C)nc(N2CCN(C(=O)c3ccc(S(=O)(=O)N4CCCCCC4)cc3)CC2)n1
/	9	-5	0.6	/	2	-5	-1	-6	-5	Cc1cc(NC(=O)COc2cc(F)cc(F)c2)n(-c2ccccc2)n1
3	-1	0	0.7	11	-4	2	-1	9	-1	CC(C)CN(C(=O)CC1CCCC1)c1c(N)n(Cc2ccccc2)c(=O)[nH]c1=O
6	-2	0	0.3	10	-1	4	-1	0	-4	O=C(Cc1cccs1)Nc1nnc(Cc2ccc(F)cc2)s1
3	-3	3	0.6	7	3	-1	6	3	-2	Cc1nc2sccn2c(=O)c1S(=O)(=O)N1CCN(c2ccccc2)CC1
-14	-5	0	-0.5	-2	-2	1	5	-1	3	CC(=O)NCCn1c(SCC(=O)NC2CCCCC2)nc2ccccc2c1=O
-17	-5	-1	0.2	-1	-2	-1	1	1	4	CCN(CC)CCNC(=O)c1ccc(NC(=O)c2c(F)cccc2Cl)cc1
1	-3	2	-0.3	-9	-9	-1	1	-3	-6	CCCOc1cccc(C(=O)N2CCN(C(=O)C3CCCO3)CC2)c1 (stereo not given)
-6	-10	1	0.3	8	0	-3	2	-3	-1	COC(=O)c1ccccc1NC(=O)c1ccc(-c2ccc(Br)cc2)o1
0	-3	2	0.3	0	-8	11	0	-2	4	O=C(Nc1cccnc1)OCc1ccccc1
8	1	1	-0.6	-4	0	-4	3	2	-4	COc1cc(C(=O)Nc2ccc(O)cc2)ccc1OC(C)=O
-8	6	-3	-0.2	-5	3	-6	0	7	2	C=C(C(=O)c1ccccc1)C(C)CC(=O)c1ccccc1 (stereo not given)
0	2	-3	0.6	6	-2	3	6	-3	-1	CCOC(=O)c1ccccc1NC(=O)COC(=O)c1ccccc1C(=O)N(C)c1ccccc1
5	1	88*	-0.1	-10	-27	40*	-16	-16	-3	Cc1ccc(C(=O)Nc2nc(-c3ccco3)c(-c3ccco3)s2)o1
6	4	-3	0.4	12	-7	0	-3	3	-1	C/C(CC(=O)Nc1ccc(N(C)C)cc1)=N\NC(=O)c1ccc(Cl)cc1Cl
-6	1	-2	-0.2	11	3	-2	3	1	3	O=C1c2ccccc2C(=O)N1CCCCON1C(=O)c2ccccc2C1=O
5	2	-3	-0.7	9	-7	-7	-4	2	-2	O=C(c1ccccc1Br)N1CCc2c([nH]c3ccccc23)C1

Six entries from above, arranged by length of the SMILES, smallest number first:
ASAP1 GAP inh	DDE Tn7 FP inh	UHRF1 MBD2 ctr	KLK7 zymogen act	ARFGAP1 inh	PLCb3 inh	MBD2 inh	PLC-gamma1 inh	DDE Tn6 FP inh	ADAM17 inh	Molecule
0	-3	2	0.3	0	-8	11	0	-2	4	O=C(Nc1cccnc1)OCc1ccccc1
8	1	1	-0.6	-4	0	-4	3	2	-4	COc1cc(C(=O)Nc2ccc(O)cc2)ccc1OC(C)=O
5	2	-3	-0.7	9	-7	-7	-4	2	-2	O=C(c1ccccc1Br)N1CCc2c([nH]c3ccccc23)C1
-6	1	-2	-0.2	11	3	-2	3	1	3	O=C1c2ccccc2C(=O)N1CCCCON1C(=O)c2ccccc2C1=O
6	4	-3	0.4	12	-7	0	-3	3	-1	C/C(CC(=O)Nc1ccc(N(C)C)cc1)=N\NC(=O)c1ccc(Cl)cc1Cl
0	2	-3	0.6	6	-2	3	6	-3	-1	CCOC(=O)c1ccccc1NC(=O)COC(=O)c1ccccc1C(=O)N(C)c1ccccc1
